Assay outcomes: PubChem BioAssay, National Center for Advancing Translational Sciences (NCATS)
WRN helicase inh: WRN helicase (human) inhibition; Q14191; 0.46% of 360,000 active; WRN helicase unwinding, fluorescent forked duplex, kinetic; Potency, µM (highest dose often 114 µM), for inactives: at the top dose activity change, negative = inhibition, usual class: inhibitors; also: potency is read from the fitted curve at half-maximal effect; % is scaled to controls: 0 for no effect and ±100 for the full control effect; nearly all actives have a fitted effect of over 55% in size
Target sequence (Q14191 whole entry, looked up): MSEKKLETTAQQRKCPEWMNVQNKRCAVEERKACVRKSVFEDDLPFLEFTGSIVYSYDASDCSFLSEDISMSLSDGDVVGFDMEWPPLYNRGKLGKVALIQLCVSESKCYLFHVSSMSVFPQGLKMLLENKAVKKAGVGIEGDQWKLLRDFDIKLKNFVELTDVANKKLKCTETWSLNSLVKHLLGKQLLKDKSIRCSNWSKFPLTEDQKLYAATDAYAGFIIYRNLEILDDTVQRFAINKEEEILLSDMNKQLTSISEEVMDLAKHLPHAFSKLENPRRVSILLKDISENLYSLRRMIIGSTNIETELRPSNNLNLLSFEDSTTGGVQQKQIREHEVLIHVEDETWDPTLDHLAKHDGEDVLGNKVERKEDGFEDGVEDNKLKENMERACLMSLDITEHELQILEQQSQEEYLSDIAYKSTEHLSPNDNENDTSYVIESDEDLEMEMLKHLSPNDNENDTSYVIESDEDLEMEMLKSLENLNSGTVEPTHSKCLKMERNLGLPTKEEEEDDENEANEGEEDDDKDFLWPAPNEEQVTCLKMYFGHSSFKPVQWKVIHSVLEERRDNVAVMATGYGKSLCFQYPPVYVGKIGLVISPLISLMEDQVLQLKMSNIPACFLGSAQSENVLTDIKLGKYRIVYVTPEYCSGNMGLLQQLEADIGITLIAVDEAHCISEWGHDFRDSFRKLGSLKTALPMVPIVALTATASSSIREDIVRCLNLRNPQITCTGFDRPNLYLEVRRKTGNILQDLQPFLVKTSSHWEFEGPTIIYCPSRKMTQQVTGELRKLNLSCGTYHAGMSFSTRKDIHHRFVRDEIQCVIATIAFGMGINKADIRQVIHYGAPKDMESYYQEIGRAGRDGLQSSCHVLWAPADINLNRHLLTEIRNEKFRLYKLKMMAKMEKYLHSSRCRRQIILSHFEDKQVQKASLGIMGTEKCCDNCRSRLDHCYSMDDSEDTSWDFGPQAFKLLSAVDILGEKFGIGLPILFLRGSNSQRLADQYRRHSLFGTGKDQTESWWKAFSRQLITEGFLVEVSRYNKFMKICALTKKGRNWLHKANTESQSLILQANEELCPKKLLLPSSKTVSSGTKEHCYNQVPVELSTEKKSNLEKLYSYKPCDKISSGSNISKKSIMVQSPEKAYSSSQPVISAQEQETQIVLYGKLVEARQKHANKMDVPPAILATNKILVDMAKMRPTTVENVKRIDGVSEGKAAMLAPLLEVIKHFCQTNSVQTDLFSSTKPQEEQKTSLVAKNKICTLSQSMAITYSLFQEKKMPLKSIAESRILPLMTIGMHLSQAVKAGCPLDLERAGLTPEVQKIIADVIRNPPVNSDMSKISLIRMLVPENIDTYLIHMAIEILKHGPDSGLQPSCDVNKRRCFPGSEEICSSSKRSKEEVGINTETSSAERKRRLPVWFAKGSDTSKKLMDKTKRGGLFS
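Kinetic fluorescence helicase assay: unwinding of a quenched forked DNA duplex (100 nM final) with 2 mM ATP final raises red fluorescence (525/598 nm). Compounds sat 15 min at room temperature with 20 nM WRN beforehand.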
PI5P4K alpha inh: blocks human PI5P4K alpha kinase activity; P48426; PI5P4Kalpha enzyme, ADP-Glo luminescence, 60 min; active compounds read low; max response, %; 1.2% of 330,000 active; AID 652105; active = max response of -50% or lower; inconclusive = between -30% and -50%; inactive = -30% or higher; also: value at the top dose of about 77 µM; % is scaled to controls: 0 for no effect and ±100 for the full control effect
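Single end-point luminescence (ADP-Glo) quantified ADP from PI5P4Kalpha turnover; ATP 5 microM final, 1 h at RT, 0.1% CHAPS and 0.28 mM EGTA in HEPES pH 7.4.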
IL-2 act: IL-2 activation | IL-2 activation reporter assay, cell-based qHTS; stimulated with anti-CD3/CD4/CD28 beads; in transgenic mouse T cells | activation, % (series mostly up to about 46 µM) | 0.065% of 360,000 active | AID 652025; in the data active = activation above about 50%; inconclusive = mostly about 30% to 49%; also: 0% is about no effect
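First, unstimulated transgenic mouse T cells were exposed to compound for 60 min. Next, anti-CD3/anti-CD4-coated beads with anti-CD28 were added. Finally, after 18 h at 37 degrees C, EGFP and DsRed were imaged.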
FUS suppressor: rescues growth of FUS-expressing yeast; AID 1347120; S. cerevisiae FUS-expressing, growth rescue, OD600, 24 h; Potency, µM (highest dose often 76.6 µM), for inactives: at the highest dose growth rescue (activation), hits mostly activators; 0.24% of 390,000 active;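 also: potency is read from the fitted curve at half-maximal effect; plate controls were DMSO vehicle for no effect and reference control for full effect; nearly all actives have a fitted effect of over 55% in size; some results filed as inactive show a strong effect at the top dose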
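Toxicity suppression screen in FUS-yeast. Cells induced with 2% galactose, starting OD 0.005, treated 24hr at 30C with compounds at multiple final concentrations; growth by OD600.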
PLK1 PBD inh: inhibitors of human PLK1 polo-box domain binding | Plk1 PBD binding of FITC phosphopeptide, fluorescence polarization | 2.8% of 360,000 active | Potency, µM, for the others: max response, negative = inhibition, most hits filed as inhibitors | P53350; also: potency is read from the fitted curve at half-maximal effect; series mostly up to about 57 µM; % is scaled to controls: 0 for no effect and ±100 for the full control effect; nearly all actives have a fitted effect of over 65% in size
Abeta yeast res: compounds reversing amyloid beta toxicity in yeast | yeast expressing A-beta42, growth rescue, OD600, 48 h; response scale: 0% DMSO, 100% iron-clioquinol control | Potency, µM (titrated, usually from 46.1 µM), for the others: top-dose growth rescue, most hits filed as activators | 0.063% of 410,000 active | AID 1347071; also: potency is read from the fitted curve at half-maximal effect; nearly all actives have a fitted effect of over 55% in size
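Yeast growth medium received pinned compounds, then yeast cells expressing toxic A-beta were added; plates incubated at 30 C for 48 hr. Growth read as absorbance at 600 nm, normalized to DMSO and equimolar FeCl3 plus clioquinol controls.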
aSyn yeast inh: alpha-synuclein toxicity inhibition in yeast; Potency, µM (highest dose often 46.1 µM), for the others: at the top dose growth rescue (activation), most hits filed as activators; Yeast expressing alpha-synuclein, growth rescue, BacTiter-Glo, 24 h; 0.14% of 370,000 active; also: potency is read from the fitted curve at half-maximal effect; % of control where 0% means no effect; nearly all actives have a fitted effect of over 65% in size
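Rescue of yeast growth: cells expressing toxic alpha-synuclein, induced in galactose at OD600 0.02, incubated with compound 24 h at 30 C. ATP luminescence quantified growth; inhibitors of toxicity appear as activators.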
EPAC1 antagonist: EPAC1 (human) antagonism. EPAC1 GEF assay, Rap1b-BODIPY-GDP exchange fluorescence. O95398. AID 720709. Potency, µM (series often up to 115 µM), for inactives: top-dose activity change, negative = inhibition, usual class: inhibitors. 0.14% of 360,000 active;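 also: potency is read from the fitted curve at half-maximal effect; plate controls were vehicle for no effect and positive control for full effect; nearly all actives have a fitted effect of over 50% in size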
EPAC1 agonist: activates human EPAC1 exchange factor; EPAC1 agonist qHTS, biochemical assay; response scale: 100% = response to 6.5 mM cAMP; Potency, µM (titrated, usually from 154 µM), for inactives: at the highest dose activation, actives largely listed as activators; 0.073% of 360,000 active; AID 720707; also: potency is read from the fitted curve at half-maximal effect; nearly all actives have a fitted effect of over 60% in size
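Compounds were pinned as a concentration titration into mixtures of EPAC1 (100 nM), BODIPY-GDP-loaded Rap1B (250 nM) and GDP (50 uM). After 5 min at room temperature, fluorescence was followed for 30 min; activity was scaled to 6.5 mM cAMP.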
* marks the source's active call; other numbers are inactive results; u = inconclusive; x = not tested or not shown; & = joins results of further samples; [ ] = dose if it differs, or a comment. Unless noted, calls follow the shape of the dose curve; as a rule, active = well fitted curve in the direction sought with a large enough effect; inconclusive = small, poorly fitted or top-dose-only effect, or another doubt; inactive = no such curve, though single readings can be large; an effect the other way counts as inactive or inconclusive.

SMILES	WRN helicase inh	PI5P4K alpha inh	IL-2 act	FUS suppressor	PLK1 PBD inh	Abeta yeast res	aSyn yeast inh	EPAC1 antagonist	EPAC1 agonist
CSc1ccccc1OCc1cc(C(=O)N(C)Cc2nonc2C)no1	-8%	2	0.6	42%	-4%	5%	10%	-23%	3%
COC(=O)Nc1ccc(S(=O)(=O)N2CCC(C(=O)N3CCCCC3C)CC2)cc1 (stereo not given)	-9%	2	-7.2	-10%	-9%	-9%	-1%	6%	-5%
O=C(CNS(=O)(=O)c1ccc2ccccc2c1)OCc1csc(-c2ccccc2)n1	-20%	1	1.8	28%	-4%	-2%	24%	3%	-1%
Cn1c(SCC(=O)N2CCOCC2)nnc1-c1ccncc1	-8%	-2	0.3	u	-8%	2%	-5%	-13%	1%
CCCCc1cc(=O)oc2cc(OCC(=O)N3CCC(C(=O)O)(c4ccccc4)CC3)ccc12	-10%	0	0.2	-17%	-8%	-24%	0%	22%	-24%
Cc1cccc(-n2ccnc2SCC(=O)Nc2nccs2)c1	-8%	4	-0.3	-9%	-1%	0%	-1%	-1%	3%
CCN(CC)c1ccc(C=N/C(C#N)=C(\N)C#N)cc1	-13%	-1	-0.1	x	24%	23%	5%	-4%	1%
CC(=O)Nc1ccc(S(=O)(=O)NC(CSc2ccc(C(=O)O)cc2[N+](=O)[O-])C(=O)O)cc1 (stereo not given)	-3%	-5	-3.0	-25%	-17%	-8%	8%	15%	4%
COc1ccc(NC(=O)CN(C)CC(=O)c2c(C)[nH]c3ccccc23)cc1	-3%	4	-6.0	x	-3%	-5%	0%	8%	-1%
COc1ccc(N(CC(=O)NCc2ccc3c(c2)OCO3)S(=O)(=O)c2ccc(O)c(C(=O)O)c2)cc1	-4%	-22	-3.0	x	-7%	-11%	0%	11%	4%
Cc1ccc(-c2cnc3c(Nc4cccc(OC(F)(F)C(F)F)c4)nccn23)cc1	-10%	7	-0.6	8%	-1%	-4%	-17%	-10%	-7%
CC1=CCC2C(=O)N(c3ccc(S(N)(=O)=O)cc3)C(=O)C2C1 (stereo not given)	-6%	u	-0.6	13%	-11%	-8%	2%	-17%	6%
CC(C)N1CCC(C)(C(=O)Nc2ccc(-n3cccc3)cc2)C1 (stereo not given)	3%	2	-0.7	23%	-8%	-4%	-15%	-12%	1%
Cc1c(NC(=O)CSc2nc3c(cnn3-c3ccccc3)c(=O)[nH]2)c(=O)n(-c2ccccc2)n1C	-7%	4	-0.4	-1%	-4%	25%	6%	7%	5%
O=S(=O)(Nc1ccncc1)c1ccc(Cl)c(Cl)c1	-28%	8	1.3	12%	-11%	-3%	-17%	-4%	5%
CC(O)C(O)C(O)C(O)C1NCCS1 (stereo not given)	3%	-6	0.0	1%	-19%	7%	2%	-4%	-4%
c1ccc(Cn2ncc3ccccc32)cc1	-5%	x	-1.0	-2%	-13%	2%	25%	-8%	9%
CN(C)C(=N)c1n[nH]nc1SCc1ccc(Cl)c(Cl)c1	-5%	2	-0.4	32%	-4%	-2%	-1%	-2%	-1%
COc1ccc(C)cc1N(CC(=O)Nc1ccc2c(c1)OCCO2)S(C)(=O)=O	-9%	4	-1.3	-21%	-2%	-9%	0%	-12%	0%
CCNC1CCC(Nc2ccnc3cc(Cl)ccc23)CC1 (stereo not given)	-7%	-1	-1.0	0%	-1%	2%	1%	-10%	11%
CCCOc1ccc(N2C(=O)C3C(C(C)C)NC4(C(=O)c5ccccc5C4=O)C3C2=O)cc1 (stereo not given)	3%	x	-1.0	28%	-3%	-16%	0%	-16%	5%
CSC1=NC(C)(C)C=C(/C=C/c2ccc(Cl)cc2)N1	-26%	4	1.7	u	u	-17%	12%	-17%	-1%
Cn1c(=O)[nH]c2ccc([N+](=O)[O-])nc21	2%	-2	-1.1	6%	-6%	-4%	2%	-16%	-4%
CCCC(=O)n1nc(-c2cccnc2)nc1NCc1ccc(OC)cc1	u	1	-1.8	20%&31%	-6%	-7%&-6%	-13%	-3%	-5%
CCOC(=O)Cc1csc(NC(=O)c2ccc(Cl)s2)n1	-9%[57.1 µM]	1	-2.4	4%	0%	-9%	-2%	5%	-8%
CC(=O)Nc1ccc(/C=C/c2nc3ccccc3[nH]c2=O)cc1	-1%	-1	5.2	13%	13%	-7%	1%	4%	6%
CC(C)NC(=O)N(C)C[C@@H]1Oc2ncc(-c3cccc(C#N)c3)cc2C(=O)N([C@H](C)CO)C[C@@H]1C	-3%	-5	4.9	-32%	-6%	-3%	0%	-7%	16%
CCCCn1c(-c2csc(C(C)C)c2)n[nH]c1=S	11%	-2	-0.7	x	u	24%	-4%	-26%	2%
CON(C)C(=O)CC(CN(Cc1ccccc1)C(=O)OC(C)(C)C)c1ccc(Cl)cc1 (stereo not given)	-8%	2	-0.9	u	-12%	2%	0%	-7%	-18%
CN1CCN(S(=O)(=O)c2cccc(C(=O)Oc3cccc(Br)c3)c2)CC1	-23%	3	0.6	4%	-22%	3%	-4%	-24%	-13%
CC(C)=CCc1c2c(c(O)c3c(=O)c4c(oc13)-c1cc(O)c(O)cc1OC4C=C(C)C)C=CC(C)(C)O2 (stereo not given)	-2%	13	0.2	-8%	1%	-10%	-5%	-14%	-9%
Cc1c(C(=O)O)oc2c1C(=O)CC(C)(C)C2	11%	-25	-0.7	8%	1%	7%	2%	34%[activator]	8%
Cc1ccc2oc(=O)c3cnn(CC(=O)Nc4cc(-c5cccc(F)c5)no4)c3c2c1	-3%	-4	3.7	-17%	2%	1%	2%	-22%	-3%
CCOC(=O)[C@]12CCC=C1N(Cc1ccco1)C(=O)[C@H](CC(=O)NCCc1ccccc1OC)C2	-25%	-7	-0.2	31%	-13%	2%	9%	-10%	8%
O=C(NC(Cc1ccccc1)C(=O)O)/C(=C/c1cccc([N+](=O)[O-])c1)NC(=O)c1ccco1 (stereo not given)	3%	0	0.9	15%	-9%	0%	-7%	-2%	9%
Cc1cc(C)nc(/N=C(\N)Nc2cccc(OCc3ccccc3)c2)n1	33%	-1	-1.0	20%	-8%	6%	-1%	2%	6%
CCOCCCNC(=O)c1ccc2c(=O)n(Cc3ccc(OC)cc3)c(=O)[nH]c2c1	7%	1	0.2	-17%	-1%	8%	-1%	-30%	-2%
Cn1c(SCC(N)=O)nnc1C1CCN(S(=O)(=O)c2ccccc2C(F)(F)F)CC1	0%	-11	-2.9	-2%	3%	-12%	1%	10%	3%
O=C(Nc1ccccc1)Nc1ccc(-n2ccc(C(F)(F)F)n2)cc1	-3%	7	-0.7	-19%	6%	11%	5%	-20%	9%
O=C(Nc1ccccc1)Nc1ccc2ocnc2c1	1%	0	0.7	14%	21µM*	-14%	-2%	-10%	-1%

The final 4 records of the part before lead into the next.
SMILES	WRN helicase inh	PI5P4K alpha inh	IL-2 act	FUS suppressor	PLK1 PBD inh	Abeta yeast res	aSyn yeast inh	EPAC1 antagonist	EPAC1 agonist
CCOCCCNC(=O)c1ccc2c(=O)n(Cc3ccc(OC)cc3)c(=O)[nH]c2c1	7%	1	0.2	-17%	-1%	8%	-1%	-30%	-2%
Cn1c(SCC(N)=O)nnc1C1CCN(S(=O)(=O)c2ccccc2C(F)(F)F)CC1	0%	-11	-2.9	-2%	3%	-12%	1%	10%	3%
O=C(Nc1ccccc1)Nc1ccc(-n2ccc(C(F)(F)F)n2)cc1	-3%	7	-0.7	-19%	6%	11%	5%	-20%	9%
O=C(Nc1ccccc1)Nc1ccc2ocnc2c1	1%	0	0.7	14%	21µM*	-14%	-2%	-10%	-1%
O=c1c2c(-c3ccc([N+](=O)[O-])cc3)csc2nc2n1CCCCC2	-3%	-12	-2.2	36%	-21%	-3%	1%	1%	8%
COc1ccc(N2CC(C(=O)NCCCN3CCOCC3)CC2=O)cc1 (stereo not given)	1%	x	-1.8	7%	-3%	5%	-1%	-14%	8%
Cc1ccc(NC(=O)COC(=O)CCC(=O)c2ccc(Cl)cc2)cc1S(=O)(=O)N(C)C	0%	1	0.2	x	-12%	-1%	8%	-15%	-4%
O=[N+]([O-])C(/C=C(\Cl)[N+](=O)[O-])=C(N1CCCCC1)N1CCCCC1	10%	5	-4.0	-22%	13%	0%	-2%	21%	-10%
S=C(Nc1ccc2snnc2c1)N1CCN(c2ccccn2)CC1	0%	1	2.3	32%	-15%	-9%	-4%	22%	-2%
CC(=O)Nc1ccc(C=Cc2ccc([N+](=O)[O-])cc2)cc1	3%	-5	0.1	0%	-17%	-4%	-13%	1%	6%
NC(=O)c1nsc(C(=O)N(CC(=O)NCc2ccccc2)c2ccc(F)cc2)c1N	0%	-2	1.7	14%	-2%	-3%	18%	-21%	-9%
Cc1cccc(OCC(=O)Nc2ccc(S(=O)(=O)Nc3cc(C)nc(C)n3)cc2)c1	-18%	-4	-1.4	6%	-4%	-7%	1%	-3%	6%
COc1ccccc1OCC(=O)Nc1ccc2c(c1)C(=O)N(CC1CCCO1)C2=O (stereo not given)	-1%	-9	-2.3	15%	-23%	-12%	12%	u	4%
CC(=O)Nc1ccc(S(=O)(=O)NCCOc2ccc(Cl)cc2C)cc1	-3%	1	-1.3	28%	-5%	12%	-2%	5%	11%
CC(=O)Oc1ccc(C(=O)c2ccccc2)c(OC(C)=O)c1	u	-7	1.4	39%	-16%	-1%	-5%	15%	10%
[O-]/C(=C(\C(=S)Nc1cccc2ccccc12)[n+]1ccccc1)c1ccc(Cl)s1	-6%	12	-4.1	x	-4%	25%	-7%	0%	4%
COc1ccc(NC(=O)CN(C)C(=O)CCSc2ccc(F)cc2)cc1	2%	10	-6.0	-4%	-1%	27%	6%	0%	-2%
O=[N+]([O-])c1cc(CN2CCN(c3ccccc3)CC2)c(O)c2ncccc12	1%	-1	-4.7	-22%	-3%	u	u	-18%	10%
